PME-1 inh: PME-1 inhibitors via competitive probe labeling, primary screen, biochemical, fluorescence polarization, FP-Rh probe, HTS. inhibition, % at 5.9 µM. recombinant PME-1. AID 2130, 2009. actives 0.53% (n = 320,000);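 active = inhibition above the campaign mean of all compounds plus 3 SD, cut at about 26% in these data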;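 also: competitive labeling of PME-1 active site by serine hydrolase directed probe; 0% = PME-1 with DMSO and 100% = wells lacking PME-1 enzyme; inhibitors block probe labeling so polarization falls and inhibition rises; many of its hits are not listed in these tables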
Target sequence (Q9Y570 whole entry, looked up): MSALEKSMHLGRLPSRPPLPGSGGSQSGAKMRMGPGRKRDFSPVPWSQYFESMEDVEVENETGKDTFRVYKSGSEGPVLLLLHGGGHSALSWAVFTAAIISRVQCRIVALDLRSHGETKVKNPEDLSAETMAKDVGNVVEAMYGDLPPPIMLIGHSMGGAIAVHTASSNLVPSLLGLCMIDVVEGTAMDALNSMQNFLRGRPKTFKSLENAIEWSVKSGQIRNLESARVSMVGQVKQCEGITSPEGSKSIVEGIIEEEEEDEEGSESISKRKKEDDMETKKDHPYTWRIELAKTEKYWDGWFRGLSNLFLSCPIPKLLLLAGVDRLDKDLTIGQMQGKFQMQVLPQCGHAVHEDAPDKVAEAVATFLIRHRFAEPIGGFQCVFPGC
MEX-5 binding: MEX-5 zinc finger RNA-binding disruptors – biochemical, C. elegans, fluorescence polarization, MLPCN library, primary screen; actives 0.38% (n = 300,000); Zinc finger protein mex-5 (Caenorhabditis elegans), Q9XUB2; activity score (negative = inhibition of binding), % at 10 µM; MEX-5/FITC-TCR2 RNA binding; stronger effect = lower value;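 active = inhibition past about -25% in most replicates, and total fluorescence under double the plate's negative control median, limit read from the data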;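 also: 0% = DMSO and -100% = 5 µM competing unlabeled TCR2 RNA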
GLD-1 RNA inh: GLD-1/TGE RNA complex disruptors, primary screen, biochemical, fluorescence polarization; AID 2280, 2010; actives 0.44% (n = 320,000); purified GLD-1 + fluorescein TGE RNA; Female germline-specific tumor suppressor gld-1 (Caenorhabditis elegans), Q17339; inhibition, % at 5.96 µM;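 active = percent inhibition above a per-plate cutoff, the plate mean of test compounds plus 3 SD, cut at about 30% in these data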;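 also: 0% = DMSO wells with GLD-1 and probe and 100% = wells lacking GLD-1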
MCL1 BIM primary: inhibitors of MCL1 binding to BIM-BH3, primary screen, biochemical, fluorescence polarization. Induced myeloid leukemia cell differentiation protein Mcl-1 (Homo sapiens), Q07820. GST-MCL1 / FITC-Bim-BH3 fluorescence polarization. inhibition, % at 10.9 µM. actives 0.68% (n = 320,000). AID 2057, 2009;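 active = inhibition above the mean inhibition of all tested compounds plus 3 SD, set per campaign, cut at about 40% in these data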;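 also: 0% = DMSO wells and 100% = unlabeled Bim-BH3 peptide control; higher means more loss of mP so more displacement of Bim peptide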
Target sequence (Q07820 whole entry, looked up): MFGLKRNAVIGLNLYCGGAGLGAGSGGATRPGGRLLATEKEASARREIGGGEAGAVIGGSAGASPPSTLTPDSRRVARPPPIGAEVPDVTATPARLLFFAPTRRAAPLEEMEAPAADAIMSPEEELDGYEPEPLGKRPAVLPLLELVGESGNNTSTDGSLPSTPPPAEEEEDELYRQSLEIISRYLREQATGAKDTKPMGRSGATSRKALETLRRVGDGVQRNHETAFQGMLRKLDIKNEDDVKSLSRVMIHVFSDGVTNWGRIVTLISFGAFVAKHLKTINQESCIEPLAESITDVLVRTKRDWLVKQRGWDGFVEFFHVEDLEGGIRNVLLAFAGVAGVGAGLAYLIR
GSTO1 inh: inhibitors of recombinant GSTO1, primary screen, counter-screen for RBBP9 inhibitor project, biochemical, fluorescence polarization; actives 1.1% (n = 300,000); activity-based probe fluorescence polarization; Glutathione S-transferase omega-1 (Homo sapiens), P78417; inhibition, % at 5.96 µM; AID 1974, 2009;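 active = inhibition above the campaign mean inhibition plus 3 SD, cut at about 35% in these data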;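 also: 0% = GSTO1-1 with DMSO and 100% = wells lacking GSTO1-1 enzyme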
Fam108B inh: mouse Fam108B serine hydrolase inhibitors, primary screen, counter-screen for RBBP9 inhibitor project, biochemical, fluorescence polarization. recombinant Fam108B, FP-Rh probe fluorescence polarization. inhibition, % at 9.51 µM. actives 0.33% (n = 300,000). AID 1947, 2009;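 active = inhibition above the screen mean inhibition plus 3 SD, computed separately per campaign, cut at about 18% in these data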;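 also: inhibitors lower polarization as less probe binds the enzyme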
TPT1 inhibitor: Candida albicans TPT1 enzyme inhibitors, primary screen, biochemical, fluorescence polarization. recombinant caTPT1, FP RNA substrate dephosphorylation. inhibition, % at 5 µM. actives 0.81% (n = 300,000);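 active = inhibition above the mean of all tested compounds plus 3 SD, set per screening campaign, cut at about 24% in these data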;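 also: plate controls were DMSO alone for no effect and ferristatin control at 100 nM for full effect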
Bcl-xL primary: inhibitors of human Bcl-xL, primary screen, biochemical, fluorescence polarization, HTS; Bcl-2-like protein 1 (Homo sapiens), Q07817; GST-Bcl-xL / FITC-Bim BH3 peptide fluorescence polarization; inhibition, % at 10.9 µM; actives 0.7% (n = 320,000);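 active = inhibition above the mean of all tested compounds plus 3 SD, cutoff set per campaign, cut at about 30% in these data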;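 also: 0% = DMSO wells and 100% = unlabeled Bim-BH3 peptide competitor; inhibitors lower millipolarization by displacing the labeled peptide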
Target sequence (Q07817 whole entry, looked up): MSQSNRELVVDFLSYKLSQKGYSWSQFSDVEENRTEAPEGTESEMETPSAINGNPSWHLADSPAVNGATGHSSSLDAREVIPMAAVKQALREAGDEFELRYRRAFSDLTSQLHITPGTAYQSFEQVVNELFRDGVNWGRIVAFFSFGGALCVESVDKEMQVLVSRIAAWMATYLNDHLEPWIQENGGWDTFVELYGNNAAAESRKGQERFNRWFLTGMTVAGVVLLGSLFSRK
PAD4 FP inh: human PAD4 inhibitors, primary screen, biochemical, fluorescence polarization, 1536-well format | Protein-arginine deiminase type-4 (Homo sapiens), Q9UM07 | recombinant PAD4, RCA probe fluorescence polarization | inhibition, % at 6.36 µM | actives 0.41% (n = 330,000);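 active = percent inhibition above a cutoff equal to the mean of all tested compounds plus 3 SD, cut at about 15% in these data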;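 also: 0% = PAD4 with RCA probe and DMSO and 100% = probe without PAD4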
The depositor's hits bear a star; / = not tested or not shown.

SMILES | PME-1 inh | MEX-5 binding | GLD-1 RNA inh | MCL1 BIM primary | GSTO1 inh | Fam108B inh | TPT1 inhibitor | Bcl-xL primary | PAD4 FP inh
CCc1cccc2c(C(=S)N3CCCC3)c[nH]c12 | 1 | -0.8 | 1 | 9 | 3 | 3 | 0 | 2 | 7
Cc1ccc(C(=O)Nc2cc(C)c(OCC(=O)N3CCOCC3)c(C)c2)cc1 | -2 | -4.6 | -5 | 6 | -2 | 0 | -1 | 6 | 2
COc1ccc(C(CC(=O)N2CCCCC2)C(C)C)cc1 (stereo not drawn) | -2 | / | -1 | 3 | 10 | -3 | 4 | 3 | -4
Cc1cc(=O)oc2cc(OCC(=O)OCC(=O)N(C)C3CCS(=O)(=O)C3)ccc12 (stereo not drawn) | 5 | 2.2 | -1 | 6 | -1 | 0 | -9 | 3 | 1
COc1ccc(NC(=O)N2CCC(n3nnc4cc(C)ccc43)CC2)cc1 | -6 | -0.8 | -4 | 8 | -1 | 1 | -5 | 2 | 1
Clc1ccccc1CN(Cc1ccccc1)c1ncnc2nc[nH]c12 | -8 | 2.8 | 7 | 0 | -9 | -3 | 4 | 3 | 3
Nc1nc(SCc2ccc(Cl)cc2)ns1 | -2 | 2.9 | 0 | 6 | 6 | 0 | -8 | 5 | 6
CN(C(=O)COC(=O)c1c2c(nc3ccccc13)CCCC2)c1c(N)n(Cc2ccccc2)c(=O)[nH]c1=O | -4 | -2.6 | 3 | -8 | 0 | -5 | 1 | -6 | -5
CC(C)[C@H](NC(=O)NC1CCCc2ccccc21)C(=O)O (stereo partly drawn) | -3 | 1.1 | -4 | 1 | 7 | -5 | 1 | 1 | -1
CN(C)C(=O)NC(Nc1ccc(Cl)cc1Cl)C(Cl)(Cl)Cl (stereo not drawn) | 1 | 1.4 | 0 | -4 | 4 | 1 | 1 | 1 | -2
CC(Nc1ccccc1)c1cccnc1 (stereo not drawn) | -5 | -1.7 | 4 | -1 | 11 | 9 | -1 | 5 | -3
COc1ccc(-c2cc(C(=O)NCCCN3CCCC3=O)c3ccccc3n2)cc1OC | 3 | / | 5 | 4 | / | / | / | 2 | 0
Cc1noc(C)c1COc1ccc(C(=O)N2CCCC(C(N)=O)C2)cc1 (stereo not drawn) | 3 | 0.4 | -2 | 2 | 2 | 2 | -2 | 2 | -5
COc1cccc(C(=O)/C=C/Nc2ccc(S(=O)(=O)Nc3cc(OC)nc(OC)n3)cc2)c1 | -8 | -4.4 | -5 | -6 | -6 | 0 | 1 | 0 | -5
COc1ccc(N2CCN(C(CNC(=O)C(=O)NC3CCCC3)c3ccco3)CC2)cc1 (stereo not drawn) | -8 | 1.0 | 5 | -1 | 3 | 6 | -2 | 3 | 5
CN1C(=O)/C(=C/c2cccc([N+](=O)[O-])c2)C(=O)N1c1ccccc1 | -2 | -3.4 | 5 | 20 | 19 | 5 | -1 | 12 | -2
CC(=O)N(Cc1cccs1)C1CCOC(C)(C)C1 (stereo not drawn) | -1 | 2.4 | 4 | 5 | 0 | -2 | 0 | 4 | 0
COc1ccc(-c2nc3c4ccccc4[nH]c(=O)n3n2)cc1 | -18 | -1.8 | 3 | -5 | -17 | 2 | -2 | 3 | 0
COc1ccccc1N1CCN(C(=O)Cn2nc(C(F)(F)F)c3c2CCC3)CC1 | -5 | -0.4 | -4 | 7 | 2 | 2 | 8 | 4 | -3
CN(c1ccccc1)S(=O)(=O)c1ccc(NC(=O)C2CCCCC2C(=O)O)cc1 (stereo not drawn) | -2 | 2.1 | -5 | -3 | 0 | -8 | 0 | -1 | -1
COc1ccc(OC)c(Nc2ncnc3c2cnn3-c2cccc(C)c2)c1 | 4 | 1.7 | 6 | 2 | -3 | 3 | 0 | 4 | 1
CC1=C(C(=O)OCCOc2ccccc2)C(c2coc3ccccc3c2=O)C2=C(CCCC2=O)N1 (stereo not drawn) | -1 | 0.3 | -8 | 1 | -5 | 1 | 0 | 2 | -2
CCCN(CC(=O)Nc1ccccc1C)C(=O)/C=C/c1ccc(S(=O)(=O)N2CCCCCC2)cc1 | 0 | 2.5 | 10 | 1 | -5 | 1 | -1 | 5 | -3
CCOC(=O)N1CCN(Cc2nc3cc(NC(=O)c4ccco4)ccc3n2C)CC1 | 3 | 1.8 | -3 | -6 | -4 | -1 | -2 | 7 | -8
COc1ccc(S(=O)(=O)Nc2ccccc2C(=O)NCc2ccco2)cc1 | 1 | -1.0 | 6 | -2 | -5 | -1 | 0 | 1 | -1
O=S1(=O)CCC(N=Nc2c(O)n(Cc3ccccc3)c3ccccc23)C1 (stereo not drawn) | 8 | 0.7 | -3 | -2 | 5 | -1 | 2 | 1 | -2
CC(C)N1C(=O)C(=O)N(CC(=O)N2CCc3ccccc32)C1=O | -4 | / | 6 | 4 | / | / | / | 2 | 0
OCC(C#CCN1CCCCC1)NCc1ccccc1 (stereo not drawn) | 4 | 2.0 | -9 | 11 | -2 | 2 | 0 | 0 | -2
Cc1ccc(N(C)S(=O)(=O)c2ccc3[nH]cc(C(=O)NCCCN4CCOCC4)c(=O)c3c2)cc1C | 5 | -0.8 | 1 | -7 | -19 | 1 | 3 | -1 | 3
CC(=O)OC(C(=O)NC1CCCCC1)c1ccccc1Cl (stereo not drawn) | -1 | -2.5 | 2 | -3 | -7 | 2 | 2 | 1 | -5
S=C(NCC1CCCO1)c1ccc(Br)cc1 (stereo not drawn) | -1 | -0.1 | -1 | 5 | -1 | -4 | -3 | 11 | -2
O=c1cc(Nc2ccc3c(c2)OCO3)[nH]c(=O)n1-c1ccc(Br)cc1 | 6 | -1.0 | 3 | 3 | 9 | 2 | -2 | 5 | -5
O=C(Nc1ccc(Br)cc1)c1cc(-c2ccc3c(c2)OCO3)on1 | -5 | -1.0 | 2 | -3 | 0 | 2 | 4 | 2 | -5
CCC(C)c1ccc(NC(=O)C2CC3CCC2C3)cc1 (stereo not drawn) | -2 | 0.9 | 2 | -2 | -3 | -4 | 0 | 4 | -2
Cc1[nH]c2ccc(F)cc2c(=O)c1SC(F)(F)C(F)C(F)(F)F (stereo not drawn) | -1 | -2.4 | -1 | -6 | -4 | -1 | -3 | 3 | 0
COc1ccc2[nH]c(C(=O)O)c(NS(=O)(=O)c3ccc(Cl)s3)c2c1 | 2 | -9.3 | 2 | 10 | -11 | 4 | 2 | 7 | -4
CC(C)OC(=O)C1C2C=CC3(CN(CC4CCCO4)C(=O)C13)O2 (stereo not drawn) | 0 | -0.2 | -4 | -6 | -5 | 0 | -2 | -2 | -7
CC(C)C[C@H](NC(=O)c1nc[nH]c1C(=O)N1CCN(c2ccccc2)CC1)C(=O)OC(C)(C)C | 2 | 4.9 | 0 | 7 | 1 | 1 | -1 | 6 | 2
CCc1ccc(NC(=O)Nc2c(C)n(C)n(-c3ccccc3)c2=O)cc1 | -7 | 3.5 | -5 | -1 | 7 | 9 | -2 | 1 | 0
CC(C)C(=O)N1CCN(c2ccccc2NC(=S)NC(=O)Cc2ccccc2)CC1 | 7 | -0.1 | 2 | 6 | 0 | -1 | -2 | 1 | -1
CC(C(=O)N1CCc2ccccc21)N(C)CC(=O)Nc1cccc(F)c1 (stereo not drawn) | 9 | / | -2 | -8 | / | / | / | -13 | -6
CC(C(=O)N1CCCC1)N1CCN(c2ccccc2O)CC1 (stereo not drawn) | -15 | 1.3 | -5 | 2 | -3 | 2 | 1 | 2 | 1
CCOc1ccc(NC(=O)CN(C)CC(=O)Nc2ccc(F)c(F)c2F)cc1OCC | 4 | -4.4 | 6 | -4 | -3 | 3 | 4 | -10 | -6
COc1ccc(C(=O)NC2=NCCS2)cc1S(=O)(=O)N1CCCCC1C (stereo not drawn) | -5 | -1.2 | 0 | -3 | 1 | 4 | -3 | -8 | 0
Cc1ccc(N2C(=O)N3[C@H](c4ccc(Br)cc4)[C@@H]4C(=O)N(C(C)(C)C)C(=O)[C@@H]4[C@]3(C)C2=O)cc1 | -2 | -1.9 | 7 | 1 | 2 | 0 | 3 | -3 | 4

3 entries from above, sorted by the value under PME-1 inh, smallest number first.
SMILES | PME-1 inh
Nc1nc(SCc2ccc(Cl)cc2)ns1 | -2
CC1=C(C(=O)OCCOc2ccccc2)C(c2coc3ccccc3c2=O)C2=C(CCCC2=O)N1 (stereo not drawn) | -1
CCOC(=O)N1CCN(Cc2nc3cc(NC(=O)c4ccco4)ccc3n2C)CC1 | 3

The results go on.
SMILES | PME-1 inh | MEX-5 binding | GLD-1 RNA inh | MCL1 BIM primary | GSTO1 inh | Fam108B inh | TPT1 inhibitor | Bcl-xL primary | PAD4 FP inh
COC(=O)c1ccc(-n2c(C)cc(C(=O)CCl)c2C)cc1 | 2 | 3.1 | -1 | 6 | 87* | 1 | 1 | 2 | -3
CCC(C)(C)NC(=O)C(c1ccc(OC)cc1)N(C(=O)CCC(=O)Nc1cc(C)on1)C(C)(C)C (stereo not drawn) | 2 | 0.4 | 10 | -3 | 2 | 2 | 2 | -1 | -2
O=C(c1ccoc1)N1CCCC(Nc2ccc(F)c(F)c2)C1 (stereo not drawn) | 8 | 2.5 | 1 | -2 | -6 | 2 | -1 | 4 | -2
Cc1cccc(CS(=O)(=O)c2ncc(Cl)c(C(=O)NCc3ccccc3)n2)c1 | -2 | -1.2 | 2 | 0 | -2 | 1 | 1 | 0 | -3
O=S(=O)(Nc1nnc(C2CCCCC2)s1)c1ccc(F)cc1 | -7 | -2.4 | -2 | 0 | -7 | 10 | -2 | 3 | 0
COc1ccc(NC(=O)Cn2c(CCC(=O)O)ccc2-c2ccccc2)cc1 | -2 | -1.0 | 1 | -5 | -1 | 1 | 1 | -1 | 1
O=c1c2ccccc2nnn1COc1ccc(Cl)cc1Br | -4 | 0.1 | -4 | -3 | 9 | -3 | 0 | -4 | -6
CC(C)=CCN1CCN(Cc2ccoc2)CC1CCO (stereo not drawn) | -5 | -2.7 | 4 | 11 | 6 | 2 | -1 | 8 | -3
CCOC(=O)C(C)Oc1ccc(=O)n(-c2ccccc2)n1 (stereo not drawn) | -4 | -1.1 | 5 | 2 | 0 | -3 | -1 | 2 | -3
CN(C)c1ccc(N=Nc2ccc(S(N)(=O)=O)cc2)cc1 | 3 | -0.3 | 0 | 12 | -4 | 0 | 2 | 9 | 1
CCOC(=O)C1=C(CNCc2ccccc2Cl)NC(=O)NC1c1cccc([N+](=O)[O-])c1 (stereo not drawn) | -1 | -0.3 | -4 | 5 | 6 | 1 | -1 | 4 | 1
COc1ccc(C[C@@H]2CN3C(=NC[C@@H]3C)N2C[C@H](C)NC(=O)CCC2CCCCC2)cc1 | -1 | 1.4 | 3 | -5 | -1 | 1 | -1 | 4 | -2

Assay outcomes deposited in PubChem by several laboratories.

Some of the compounds tested; rates above refer to the full screens.
